Assay outcomes as filed in PubChem BioAssay.
uPA surface inh: qHTS for Inhibitors of Cell Surface uPA Generation; Potency, µM (highest dose often 38.3 µM), without a hit: at the top dose activity change, negative = inhibition, actives largely listed as inhibitors; cell surface uPA generation assay, qHTS; hit rate 0.31% among 330,000; active means well fitted inhibition curve with a large enough effect; inconclusive means small, poorly fitted or top-dose-only effect; inactive means no such curve, though single readings can be large or run the other way; tested in mouse RAW 264.7 cells; further: potency means the concentration at half of the fitted maximal effect; on the % scale 0 is the no-effect control and ±100 the full control effect; nearly all actives have a fitted effect of over 55% in size
RORg inh: qHTS for inhibitors of ROR gamma transcriptional activity; Potency, µM (highest dose often 53.6 µM), for the others: top-dose activity change, negative = inhibition, actives largely listed as inhibitors; Drosophila S2 Gal4-RORgamma UAS-luciferase reporter, 20 h; Nuclear receptor ROR-gamma (Mus musculus), P51450; hit rate 5.4% among 310,000; further: potency means the concentration at half of the fitted maximal effect; on the % scale 0 is the no-effect control and ±100 the full control effect; nearly all actives have a fitted effect of over 60% in size
Target sequence (P51450 whole entry, looked up, the tested form may be a part): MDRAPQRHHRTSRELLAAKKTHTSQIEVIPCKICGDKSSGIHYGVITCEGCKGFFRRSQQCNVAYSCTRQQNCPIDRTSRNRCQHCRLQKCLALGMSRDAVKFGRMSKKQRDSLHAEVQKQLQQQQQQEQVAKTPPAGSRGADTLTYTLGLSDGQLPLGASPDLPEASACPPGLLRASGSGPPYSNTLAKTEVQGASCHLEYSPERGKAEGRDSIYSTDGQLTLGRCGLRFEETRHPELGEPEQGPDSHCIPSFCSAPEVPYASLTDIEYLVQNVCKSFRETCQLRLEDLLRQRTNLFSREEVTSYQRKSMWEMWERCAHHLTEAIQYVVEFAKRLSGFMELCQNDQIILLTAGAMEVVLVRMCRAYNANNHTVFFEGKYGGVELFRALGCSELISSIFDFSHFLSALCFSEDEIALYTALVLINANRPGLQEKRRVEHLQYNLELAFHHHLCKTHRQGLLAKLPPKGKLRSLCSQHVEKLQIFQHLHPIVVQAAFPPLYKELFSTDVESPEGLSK
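Stable Schneider cell line, Gal4 DNA-binding domain fused to ROR gamma, UAS-luciferase. Cmpd 1 hr RT → CuSO4 700 uM final → 20 hr RT → luciferase reagent 10 min → luminescence.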
VP16 counter: VP16 counterscreen qHTS for inhibitors of ROR gamma transcriptional activity | Drosophila S2 Gal4-VP16 UAS-luciferase, luminescence, 20 h | Potency, µM (titrated, usually from 53.6 µM), for inactives: at the top dose activity, negative = inhibition, most hits filed as inhibitors | hit rate 3.5% among 310,000 | AID 2546, 2010;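 further: Gal4-VP16 expression switched on by copper sulfate through the metallothionein promoter; potency means the concentration at half of the fitted maximal effect; on the % scale 0 is the no-effect control and ±100 the full control effect; nearly all actives have a fitted effect of over 50% in size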
Giardia killer: Small Molecules that selectively kill Giardia lamblia: qHTS | Giardia lamblia trophozoite viability | activity change, % at 7.66 µM, hits read low | hit rate 0.15% among 340,000; in the data active means activity change below about -80%; inconclusive means between about -30% and that limit;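 further: parasites exposed to compound for two days anaerobically before the ATP read; on the % scale 0 is the no-effect control and ±100 the full control effect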
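Anaerobic 48 hrs incubation at 37 deg C of 100 trophozoites/well with test compounds; ATPLite 1-Step luminescence, 15-30 min RT, reports cellular ATP as viability.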
KCNH2 3.1 block: qHTS for Inhibitors of KCHN2 3.1: Mutant qHTS | U2OS KCNH2 3.1, thallium flux FluxOr; active compounds read low | activity change, % (tested at about 1.8 µM) | hit rate 0.95% among 340,000 | AID 720553, 2013;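 active means maximum activity change below -70%; inconclusive means maximum activity change from -70% to -50%; inactive means maximum activity change above -50%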;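 further: thallium influx rate constant from kinetic fluorescence after stimulation buffer; on the % scale 0 is the no-effect control and ±100 the full control effect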
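Kinetic fluorescence (2 min after stimulation buffer) measures Tl+ influx through KCNH2 3.1 expressed by viral transduction in U2OS cells; the rate constant is normalized against DMSO controls serving as positive and negative references.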
ELG1 genotox: qHTS screen for small molecules that induce genotoxicity in human embryonic kidney (HEK293T) cells expressing luciferase-tagged ELG1; hit rate 1.3% among 330,000; Potency, µM (titrated, usually from 46 µM), for inactives: top-dose activity change, positive = activation, most hits filed as activators; AID 504466, 2011; HEK293T ELG1-luciferase reporter, luminescence, 16 h; further: potency means the concentration at half of the fitted maximal effect; % of control where 0% means no effect; nearly all actives have a fitted effect of over 60% in size
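Genotoxic stress is detected as increased luminescence from luciferase-tagged ELG1 in HEK293T cells, measured with ONE-Glo after a 16 hr treatment at 37 °C.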
Tb PFK inh: qHTS Assay to Find Inhibitors of T. brucei phosphofructokinase | ATP-dependent 6-phosphofructokinase (Trypanosoma brucei brucei), O15648 | T. brucei PFK, ADP-Glo luminescence | Potency, µM (top dose mostly 57.5 µM), without a hit: at the highest dose activity, negative = inhibition, usual class: inhibitors | hit rate 0.17% among 330,000 | AID 485367, 2010;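 further: potency means the concentration at half of the fitted maximal effect; 0% = uninhibited 1x PFK enzyme wells and -100% = no-enzyme wells; nearly all actives have a fitted effect of over 60% in size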
Target sequence (O15648 whole entry, looked up): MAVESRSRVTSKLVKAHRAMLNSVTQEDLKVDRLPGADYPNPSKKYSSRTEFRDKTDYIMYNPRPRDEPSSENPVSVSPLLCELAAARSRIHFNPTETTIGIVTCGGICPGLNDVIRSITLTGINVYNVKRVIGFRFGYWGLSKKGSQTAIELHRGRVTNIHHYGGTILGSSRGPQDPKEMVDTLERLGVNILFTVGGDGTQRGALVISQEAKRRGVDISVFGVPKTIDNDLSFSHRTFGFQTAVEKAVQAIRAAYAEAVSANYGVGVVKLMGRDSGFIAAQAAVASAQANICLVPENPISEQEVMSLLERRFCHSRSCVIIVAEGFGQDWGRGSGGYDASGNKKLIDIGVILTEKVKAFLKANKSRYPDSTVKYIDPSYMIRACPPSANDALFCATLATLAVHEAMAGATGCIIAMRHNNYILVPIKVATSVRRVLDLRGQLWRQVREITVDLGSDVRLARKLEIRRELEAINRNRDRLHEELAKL
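Compounds were pin-transferred as a titration series up to 57 uM into substrate buffer (0.5 mM F6P, 0.1 mM ATP, pH 8.0), then 1.25 nM PFK was added and reactions ran 45 min before ADP-Glo detection.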
NPC1 prom act: qHTS Assay for NPC1 Promoter Activators; AID 485313, 2010; hit rate 2.4% among 320,000; Potency, µM (series often up to 9.22 µM), inactives show top-dose activation, most hits filed as activators; Huh7 NPC1 promoter luciferase reporter, 24 h;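 further: potency means the concentration at half of the fitted maximal effect; % of control where 0% means no effect; nearly all actives have a fitted effect of over 60% in size; reporter is driven by a mutant NPC1 promoter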
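Huh7 cells stably carrying NPC1 promoter–luciferase, plated in Opti-MEM with 10% FBS for 2 h, were exposed to compound in DMSO for 24 h at 37 °C; luciferase reagent was added for 10 min and luminescence read.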
FLuc counter: qHTS profiling assay for firefly luciferase inhibitor/activator using purifed enzyme and Km concentrations of substrates (counterscreen for miR-21 project); purified FLuc, Km substrates, luminescence inhibition; Potency, µM (series often up to 57.5 µM), without a hit: at the highest dose activity change, negative = inhibition, hits mostly inhibitors; hit rate 6.9% among 360,000; AID 588342, 2011;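 further: potency means the concentration at half of the fitted maximal effect; plate controls were vehicle for no effect and reference inhibitor for full effect; nearly all actives have a fitted effect of over 55% in size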
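Purified P. pyralis luciferase (10nM final) with 10uM D-luciferin and 10uM ATP (Km levels) in 50mM Tris acetate pH 7.5, 10mM Mg acetate, 0.01% Tween-20, 0.05% BSA; qHTS 6-point titration, ~60 µM downward; luminescence read.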
FBPA coupling cs: qHTS Assay for Inhibitors of Fructose-1,6-bisphosphate Aldolase from Giardia Lamblia: Coupling assay counterscreen; activity change, negative = inhibition, % at 58.2 µM, hits read low; hit rate 0.67% among 290,000; coupling enzyme system counterscreen, AmpLite Red fluorescence; in the data active means activity change below about -30%; further: on the % scale 0 is the no-effect control and ±100 the full control effect
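Counterscreen lacking aldolase: glyceraldehyde-3-phosphate coupling-enzyme reagent preincubated 10 min at RT with compound (at 57.5 uM final), then substrate/coupling system with AmpLite Red added; fluorescence read at 525/598 nm after 20 min RT.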
Rab9 prom act: qHTS Assay for Rab9 Promoter Activators. Huh7 Rab9 promoter-luciferase reporter, luminescence, 24 h. Potency, µM (highest dose often 9.22 µM), for inactives: top-dose activation, negative = inhibition, usual class: activators. hit rate 2.8% among 320,000. AID 485297, 2010; further: potency means the concentration at half of the fitted maximal effect; % of control where 0% means no effect; nearly all actives have a fitted effect of over 60% in size
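Luciferase signal after 10 min detection reagent at ambient indicates Rab9 promoter upregulation; stably transfected Huh7 cells were treated 24 h with compound in DMSO at 37 °C, 5% CO2.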
* marks the source's active call; other numbers are inactive results; ? = inconclusive; . = not tested or not shown; & = joins results of further samples; [ ] = another dose, or the depositor's remark. Unless noted, the call rests on the fitted dose curve; in most records, active means well fitted curve in the direction sought with a large enough effect; inconclusive means small, poorly fitted or top-dose-only effect, or another doubt; inactive means no such curve, though single readings can be large; an effect the other way counts as inactive or inconclusive.

SMILES	uPA surface inh	RORg inh	VP16 counter	Giardia killer	KCNH2 3.1 block	ELG1 genotox	Tb PFK inh	NPC1 prom act	FLuc counter	FBPA coupling cs	Rab9 prom act
O=C1CCCc2c1cc(C(=O)Nc1ccc(Cl)cn1)c(=O)n2-c1ccccc1	2%	1%	-3%	32[activator]	24	-2%	5%	-2%	0%	1	-3%
CCN(CC(=O)Nc1c(F)cccc1F)C(=O)c1n[nH]c2ccccc12	8%	?	1%	45[activator]	-2	10%	-4%	-1%	4%	.	-7%
Cc1ccnc(N/C=C(/NC(=O)c2ccccc2)C(=O)N/N=C\c2ccc(F)cc2)n1	4%	2%	-6%	5	9	.	.	.	?	0	.
COc1ccc(/C(C)=N/NC(=O)c2nnn(-c3nonc3N)c2-c2ccccc2)cc1	0%	-29%	?	20	10	?	-5%	-2%	2%	4	-6%
COCc1c(C(=O)Nc2ccc(Cl)cc2F)oc2ccccc12	-7%	35%	10%	-11	9	14%	0%	?	?	-2	?
COC(=O)C(Cc1ccc(O)cc1)NC(=O)CCC(=O)Nc1ccc(S(N)(=O)=O)cc1 (stereo unspecified)	1%	-2%	0%	-8	1	-1%	1%	5%	3%	3	2%
CC(=O)Nc1ccc(SCC(=O)Nc2ccc(Cl)cn2)cc1	4%	10%	12%	4	-18	-5%	-9%	0%	-5%	3	14%
NC(=O)NCC(=O)N1CCC(C(O)(c2ccccc2)c2ccccc2)CC1	11%	-12%	-8%	-23	2	1%	6%	-3%	7%	1	1%
COC(=O)c1cccc(NC(=O)CN2CCN(c3ccc(OC)cc3)CC2)c1	5%	-14%	-12%	0	0	-4%	0%	1%	1%	-1	-5%
CCc1ccccc1NC1c2ccccc2C(=O)N1c1cccnc1 (stereo unspecified)	1%	-35%	7%	-17	-8	1%	0%	-2%	0%	6	0%
CCc1ccc(OCCNC(=O)c2ccc(S(=O)(=O)N(C)C)cc2)cc1	.	-5%	0%	7	-9	0%	1%	-1%	0%	4	12%
CC(=O)N1CCC(C(=O)NC2CCCc3c2cnn3-c2cc(F)cc(F)c2)CC1 (stereo unspecified)	5%	-4%	-4%	21	13	5%	3%	0%	2%	.	-5%
CC(C)Oc1cc(NC(=O)CS(=O)CC(=O)N(C)C)c(Cl)cc1Cl (stereo unspecified)	-1%	-2%	-11%	0	-8	3%	-1%	-7%	-2%	7	10%
Cc1ccc(SCC(=O)c2c(C)nc3cc(C)ccn23)cc1	12%	-29%	-12%	5	6	5%	0%	-6%	0%	1	-2%
O=S(=O)(Cc1ncc(C(F)(F)F)cc1Cl)c1ccccc1	-13%	?	-16%	4	1	5%	4%	-18%	-1%	0	10%
Cc1cccn2c(=O)c3cc(C(=O)NC4CCCC4)c(=N)n(CC4CCCO4)c3nc12 (stereo unspecified)	?	13%	-5%	6	-26	3%	1%	-1%	0%	-1	1%
Cc1cc(=O)c2ccc3ccccc3c2[nH]1	1%	-11%	-2%	-16	4	-18%	4%	0%	2%	-3	2%
FC(F)(F)c1ccc(C2[C@H]3CN(Cc4cccnc4)[C@H](c4ccccc4)C34CC2(c2ccccc2)C4)cc1 (stereo partly specified)	-4%	?	-12%&-18%	0	4	-3%	-9%	-10%	0%	0&-2	-12%
COc1ccc(C2C(C(=O)NCCN(C)C)c3ccccc3C(=O)N2C)cc1OC (stereo unspecified)	0%	-14%	-7%	21	0	-2%	-15%	-1%	-1%	0	-1%
O=C(c1cccc(F)c1F)N1CCCc2ccccc21	1%	-7%	-18%	-10	9	-4%	1%	6%	-7%	-1	2%
CC(C)(C)C(=O)/C(C#N)=C/c1ccc(O)cc1	7%	-5%	20%	-12	19	1%	21%	-2%	?	22	1%
CCn1c(=O)n(CC)c2cc(S(N)(=O)=O)c(C)cc21	6%	-7%	8%	-1	1	4%	-14%	0%	2%[2.3 µM]	4	0%
COCc1cc(=O)[nH]c(N2CCN(Cc3ccc4c(c3)OCO4)CC2)n1	9%	-2%	2%	-20	-4	-1%	-2%	-1%	-1%	-2	2%
C=CCN1c2ccccc2C(=O)CS1(=O)=O	-3%	.	.	12	21	1%	-1%	-1%	-1%	.	1%
CC(CC(=O)NCCc1ccc(S(N)(=O)=O)cc1)c1ccccc1 (stereo unspecified)	-19%	20%	1%	3	-12	-7%	-13%	1%	?	0	6%
CCOC(=O)C1CCCN(C(=O)CN2C(=O)/C(=C/c3ccc(OC)cc3)Oc3ccccc32)C1 (stereo unspecified)	-20%	24%[10 µM]	-8%	2	0	-15%	3%	0%	15µM*	3	-1%
COc1ccc(NC(=O)COC(=O)c2cnccn2)cc1Cl	1%	-10%	0%	15	-4	0%	-4%	1%	3%	0	15%
N=C1SC(CC(=O)Nc2ccccc2[N+](=O)[O-])C(=O)N1c1ccccc1 (stereo unspecified)	4%	25%	-1%	2	27	-3%	0%	-4%	-11%	-1	3%
CCC(CC)COC(=O)C1=C(C)NC(=O)NC1c1ccc([N+](=O)[O-])cc1 (stereo unspecified)	0%	0%[1.91 µM]	-4%	-16	10	-5%	-3%	-1%	0%	-1	1%
CCOc1ccc(S(=O)(=O)N2CCC(C(N)=O)CC2)c2ccccc12	-2%	21%	2%	-12	33	-5%	3%	-2%	-2%	11	-1%
COc1ccc(NC(=O)C(c2ccccc2)N(C)C(=O)c2ccc(=O)[nH]c2)cc1 (stereo unspecified)	-8%	0%	2%	-4	16	4%	-3%	-4%	2%	3	-6%
Cc1ccc2ccc(S(=O)(=O)NCc3ccco3)cc2c1	-4%	28%	8%	1	2	5%	-3%	2%	-15%	-2	0%
CCOC(=O)c1cc(C)sc1NC(=O)CN1CCN(C(=O)C2CCCO2)CC1 (stereo unspecified)	0%	-39%	-5%	-22	11	-10%	1%	-3%	1%	.	6%
Cc1cc(NC(=O)CSc2ccc(F)cc2)no1	-15%	-6%	14%	2	10	13%	-9%	6%	2%	1	4%
COc1ccc(C(=O)Nc2nc(-c3ccc([N+](=O)[O-])cc3)c(-c3ccc(OC)cc3)s2)cc1	5%	-8%	-4%	-9	-14	-6%	-7%	-1%	2%	-1	-1%
COC(=O)c1sccc1NC(=O)c1cc(-c2cccc(C)c2)nc2ccccc12	1%	-5%	1%	-11	-14	-2%	0%	0%	-3%	1	1%
N#CC(c1ccccc1)N(CCCCl)C(=O)c1ccc(Br)cc1 (stereo unspecified)	?	?	?	-10	-28	-1%	0%	-3%	8%	0	-1%
CCOC(=O)c1cc2c(n(-c3ccccc3)c1=O)CC(C)(C)CC2=O	.	-25%	2%	5	4	2%	-14%	1%	1%[2.3 µM]	7	1%
CCCCCCCn1ccc(O)c(CC(=O)OC)c1=O	-6%	23%	-2%	33[activator]	4	5%	0%	-7%	2%	2	-6%
COc1ccc(-c2c(C#N)c(N)nc3c2CCc2ccccc2-3)cc1OC	-10%	-1%	-4%	-2	14	-5%	1%	-21%	?	-6	-16%
CC(C)c1cc(C(=O)NCCc2ccccc2)no1	1%	-11%	0%	14	14	?	1%	3.2µM*	17µM*	2	2.2µM*
Cc1ccc2c(c1)nnn2C1CCN(C(=O)Nc2ccccc2C)CC1	2%	-4%	-1%	16	-12	1%	4%	-4%	-1%	2	10%
CCCS(=O)(=O)NCc1ccc2c(c1)cc(C)n2C	-6%	-3%	1%	-3	0	2%	5%	5%	-11%	0	11%
NNC(=O)c1csc(-c2ccccc2)n1	5%	6%	-16%	0	-12	6%	-2%	-1%	-18%	2	-5%
Cc1ccc(S(=O)(=O)Oc2ccc(/C=C(/NC(=O)c3ccccc3)C(=O)O)cc2)cc1	1%	15%	-7%	14	-7	0%	13%	-9%	?	11	-10%
Cc1ccc(C(=O)Nc2nccs2)cc1	-12%	?	-8%	8	-2	?	1%	2.8µM*	8.5µM*	-4	2.2µM*
CCN(CC)S(=O)(=O)c1ccc(N2CCCC2)c(NC(=O)CN2C(=O)NC3(CCCC3)C2=O)c1	-3%	.	.	6	2	-1%	-4%	-3%	0%	.	1%
CCOc1ccccc1-c1nnc(SCC(=O)NC2CC2)n1CC	-4%	.	.	4	17	-2%	2%	0%	3%	0	-1%

Compounds as they come; any-hit rate near 14%.
